VP16 counter – counter-screen for ROR gamma inhibitors: Gal4-VP16 reporter; Drosophila S2 Gal4-VP16 UAS-luciferase, luminescence, 20 h; Potency, µM (top dose mostly 53.6 µM), without a hit: top-dose activity, negative = inhibition, hits mostly inhibitors; 3.5% of 310,000 active; AID 2546;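 note: Gal4-VP16 expression switched on by copper sulfate through the metallothionein promoter; potency is the fitted concentration of half-maximal effect; % is set by controls: 0 for no effect and ±100 for the full control effect; nearly all actives have a fitted effect of over 50% in size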
NPC1 prom act – activates the NPC1 promoter; Huh7 NPC1 promoter luciferase reporter, 24 h; Potency, µM (doses to about 9.22 µM), for inactives: top-dose activation, actives largely listed as activators; AID 485313; 2.4% of 320,000 active;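 note: potency is the fitted concentration of half-maximal effect; % of control where 0% means no effect; nearly all actives have a fitted effect of over 60% in size; reporter is driven by a mutant NPC1 promoter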
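Luminescence read-out of NPC1 promoter-driven luciferase in stably transfected Huh7 cells; compounds delivered in DMSO and left 24 h at 37C, 5% CO2, qHTS titration format.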
TRPV1 agonist – human TRPV1 agonism; Q8NER1; TRPV1-expressing cells, Fluo-8 calcium influx, agonist mode; activation, % at 8.33 µM; 0.19% of 320,000 active; AID 540275; in the data active = activation above about 80%; inconclusive = between about 30% and that limit; note: 0% is about no effect
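TRPV1-expressing cells were cultured overnight at 35.5C and loaded with Fluo-8 calcium dye for 40 to 90 min at room temperature. After a 10 s baseline, compound was added and calcium influx was read kinetically for 3 min (ex 480/em 520 nm).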
Rab9 prom act – Rab9 promoter activation. Potency, µM (titrated, usually from 9.22 µM), inactives show top-dose activation, negative = inhibition, hits mostly activators. Huh7 Rab9 promoter-luciferase reporter, luminescence, 24 h. 2.8% of 320,000 active; note: potency is the fitted concentration of half-maximal effect; % of control where 0% means no effect; nearly all actives have a fitted effect of over 60% in size
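Huh7 reporter line, Rab9 promoter upstream of luciferase. Compound exposure 24 h at 37 °C in reduced-serum medium with 10% FBS. Read-out: luminescence.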
RORg inh – blocks mouse ROR gamma transcriptional activity. P51450. Drosophila S2 Gal4-RORgamma UAS-luciferase reporter, 20 h. Potency, µM (highest dose often 53.6 µM), inactives show top-dose activity change, negative = inhibition, usual class: inhibitors. 5.4% of 310,000 active. AID 2551; note: potency is the fitted concentration of half-maximal effect; % is set by controls: 0 for no effect and ±100 for the full control effect; nearly all actives have a fitted effect of over 60% in size
Target sequence (P51450 whole entry, looked up, the tested form may be a part): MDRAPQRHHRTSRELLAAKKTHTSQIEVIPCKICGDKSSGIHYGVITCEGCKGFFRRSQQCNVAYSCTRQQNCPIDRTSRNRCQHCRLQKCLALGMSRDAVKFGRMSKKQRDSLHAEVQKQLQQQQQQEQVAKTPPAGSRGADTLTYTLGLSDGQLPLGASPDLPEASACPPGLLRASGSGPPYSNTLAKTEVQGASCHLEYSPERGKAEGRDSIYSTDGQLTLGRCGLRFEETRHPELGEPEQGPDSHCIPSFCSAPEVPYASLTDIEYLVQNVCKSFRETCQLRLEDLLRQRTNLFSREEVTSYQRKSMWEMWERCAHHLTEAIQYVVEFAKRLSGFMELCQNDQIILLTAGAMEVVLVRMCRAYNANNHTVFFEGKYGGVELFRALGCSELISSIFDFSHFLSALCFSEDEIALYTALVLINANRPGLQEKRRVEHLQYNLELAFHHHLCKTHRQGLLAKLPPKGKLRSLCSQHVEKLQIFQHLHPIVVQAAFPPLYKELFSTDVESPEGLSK
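Luciferase reporter read in Schneider cells carrying Gal4-RORγ (mouse) and UAS-Photinus luciferase; cells given compound 1 h before 700 uM copper sulfate induction, then incubated 20 h at ambient temperature.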
ELG1 genotoxic – induces genotoxicity in HEK293T cells with luciferase-tagged ELG1; 1.3% of 330,000 active; Potency, µM (series often up to 46 µM), for inactives: at the top dose activity change, positive = activation, most hits filed as activators; HEK293T ELG1-luciferase reporter, luminescence, 16 h; AID 504466; note: potency is the fitted concentration of half-maximal effect; % of control where 0% means no effect; nearly all actives have a fitted effect of over 60% in size
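After overnight (16 hr) compound treatment at 37 °C, ELG1-luciferase HEK293T cells were lysed with ONE-Glo; luminescence quantified 30 min later at room temperature.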
BRCA1 expr up – activators of BRCA1 expression | 1.1% of 380,000 active | Potency, µM (series often up to 46.1 µM), for inactives: at the top dose activation, actives largely listed as activators | MCF7-BRCA1-FFLuc reporter, luminescence, 48 h; response scale: scaled: vehicle 0%, 10 µM genistein 100%; note: potency is the fitted concentration of half-maximal effect; nearly all actives have a fitted effect of over 80% in size; some results filed as inactive show a strong effect at the top dose
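Cells: MCF7-BRCA1-FFLuc, 2000/well. Exposure: 48 h, 37 °C, 5% CO2. Read: luminescence, 15 min post-substrate. Controls: genistein 10 microM (maximal activation), DMSO (neutral).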
ELG1 repair inh – blocks ELG1-dependent DNA repair in HEK293T cells | Potency, µM (highest dose often 46.1 µM), inactives show top-dose activity change, negative = inhibition, most hits filed as inhibitors | HEK293T ELG1-luciferase reporter, luminescence, 16 h; DNA damage induced by 5-fluorouridine | 2.3% of 330,000 active; note: potency is the fitted concentration of half-maximal effect; % is set by controls: 0 for no effect and ±100 for the full control effect; nearly all actives have a fitted effect of over 55% in size
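Luminescence from the luciferase reporter, measured 30 min after ONE-Glo reagent at room temperature, was the read-out. Beforehand, 2,000 cells per well were exposed for 16 hr at 37 °C to 5-fluorouridine together with compound or vehicle.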
FLuc modulator – inhibits or activates purified firefly luciferase, miR-21 counter-screen; P08659; Potency, µM (highest dose often 57.5 µM), for inactives: at the top dose activity change, negative = inhibition, actives largely listed as inhibitors; 6.9% of 360,000 active; AID 588342; purified FLuc, Km substrates, luminescence inhibition;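 note: potency is the fitted concentration of half-maximal effect; plate controls were vehicle for no effect and reference inhibitor for full effect; nearly all actives have a fitted effect of over 55% in size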
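Purified P. pyralis luciferase (10nM final) with 10uM D-luciferin and 10uM ATP (Km levels) in 50mM Tris acetate pH 7.5, 10mM Mg acetate, 0.01% Tween-20, 0.05% BSA; qHTS 6-point titration, ~60 µM downward; luminescence read.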
Tb PFK block – inhibitors of T. brucei phosphofructokinase. 0.17% of 330,000 active. O15648. Potency, µM (doses to about 57.5 µM), inactives show at the highest dose activity, negative = inhibition, usual class: inhibitors. T. brucei PFK, ADP-Glo luminescence;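 note: potency is the fitted concentration of half-maximal effect; 0% = uninhibited 1x PFK enzyme wells and -100% = no-enzyme wells; nearly all actives have a fitted effect of over 60% in size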
Target sequence (O15648 whole entry, looked up): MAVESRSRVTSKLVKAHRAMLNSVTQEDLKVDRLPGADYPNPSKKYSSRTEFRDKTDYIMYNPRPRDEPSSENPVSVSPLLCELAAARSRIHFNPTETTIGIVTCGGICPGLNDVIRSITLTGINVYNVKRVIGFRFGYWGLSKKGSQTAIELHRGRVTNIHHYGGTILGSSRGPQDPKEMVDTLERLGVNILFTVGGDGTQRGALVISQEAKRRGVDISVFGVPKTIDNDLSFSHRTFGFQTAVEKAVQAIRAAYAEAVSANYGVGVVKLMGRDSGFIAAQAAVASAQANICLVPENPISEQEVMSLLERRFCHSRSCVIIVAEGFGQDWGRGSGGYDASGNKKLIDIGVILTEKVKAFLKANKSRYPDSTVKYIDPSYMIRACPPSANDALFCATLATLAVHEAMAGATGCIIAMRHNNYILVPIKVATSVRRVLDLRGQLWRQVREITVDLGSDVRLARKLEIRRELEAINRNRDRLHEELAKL
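PFK 1.25 nM, F6P 0.5 mM, ATP 0.1 mM, 0.1 M TEA pH 8.0, 5 mM MgCl2, 0.01% Tween20, 0.1% BSA; 45 min RT. ADP-Glo readout. qHTS titration up to 57 uM; curves fitted, compounds curve-classed.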
p53 reactivator – re-activators of mutant p53. H1299 p53-A138V BP100-luciferase reporter, luminescence, 24 h. Potency, µM (top dose mostly 92.2 µM), inactives show at the top dose activity change, positive = activation, most hits filed as activators. 0.063% of 320,000 active. AID 504706; note: potency is the fitted concentration of half-maximal effect; % of control where 0% means no effect; nearly all actives have a fitted effect of over 45% in size
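H1299 (p53-null), stable ts p53-A138V + BP100-Luc; 1000 cells/well, Opti-MEM/10% FBS; cpd 4 pt, 1:5; 24 h, 37 deg C, 5% CO2; detection reagent 10 min RT; luminescence.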
* = called active by the depositor; u = inconclusive; x = no result given; [ ] = dose if it differs, or a comment. Unless noted, calls come from the whole dose curve; as a rule, active = well fitted curve in the direction sought with a large enough effect; inconclusive = small, poorly fitted or top-dose-only effect, or another doubt; inactive = no such curve, though single readings can be large; an effect the other way counts as inactive or inconclusive.

SMILES	VP16 counter	NPC1 prom act	TRPV1 agonist	Rab9 prom act	RORg inh	ELG1 genotoxic	BRCA1 expr up	ELG1 repair inh	FLuc modulator	Tb PFK block	p53 reactivator
COc1ccc(C2C(C#N)=C(N)Oc3n[nH]c(C)c32)cc1Cn1nc(C)c([N+](=O)[O-])c1C (configuration not stated)	-4.4%[0.365 µM]	-1.5%	-0.8	-6.2%	-15.3%	1.6%	-5.8%	4.6%	2.0%	-3.8%	5.4%
Cc1cc2c(cc1S(=O)(=O)N(C)Cc1ccccc1)OCC(=O)N2	-10.9%	-0.7%	6.9	-2.0%	-30.6%	1.1%	-12.6%	-6.1%	8.8%	3.1%	x
Cc1ccc(S(=O)(=O)N(C)C)cc1NC(=S)N1CCN(Cc2ccc3c(c2)OCO3)CC1	-4.9%	-20.6%	1.0	-13.5%	18.0%	-9.4%	-18.7%	8.2µM*	-0.9%	-3.7%	2.0%
O=c1c2cnn(-c3ccc(F)cc3)c2ncn1Cc1ccccn1	0.9%	-2.0%	u	-6.3%	-4.1%	-7.0%	x	u	1.3%	0.2%	26.9%
COc1ccc(CCN(C)C/C=C/c2ccccc2)cc1OC	-5.1%	-4.4%	10.3	-3.7%	-9.3%	-0.1%	-15.0%	1.8%	-0.7%	0.9%	1.2%
O=C(CN1C(=O)c2ccccc2C1=O)NCc1ccc(C(=O)O)cc1	-0.2%	0.8%	-1.1	8.8%	-11.3%	-1.0%	18.3%	10.0%	-2.5%	-17.0%	-5.1%
Cc1ccc(CN2CCSCC2)c(C)c1	-24.8%	-0.6%	-3.6	2.1%	u	-4.5%	-9.9%	6.6%	-2.4%	-6.0%	-9.2%
COC(=O)[C@H](CCSC)NC(=O)Cn1ccc(N)nc1=O	x	-0.3%	-10.7	-10.1%	x	-0.6%	11.3%	u	15.5%	10.4%	3.6%
NC(=O)/C(=C\c1ccccc1)NC(=O)c1ccc(NC(=O)c2ccccc2)cc1	-8.4%	-2.2%	x	0.0%	8.9%	-0.7%	-0.4%	-5.1%	-3.6%	0.5%	-0.8%
O=C(COC(=O)Cc1cccs1)Nc1ccc(OC(F)(F)F)cc1	x	-2.8%	21.7	-6.5%	x	-0.3%	-13.0%	-2.9%	u	1.1%	8.4%
O=C(CC1C(=O)NCCN1Cc1ccc(-c2ccccc2)cc1)NCCCn1cccn1 (configuration not stated)	2.8%	-5.6%	2.6	-1.1%	38.2%	-3.1%	5.0%	-0.6%	-1.8%	3.9%	-5.1%
Cc1ccc(-n2cnnn2)cc1Cl	0.8%	-3.1%	-0.3	-0.9%	36.7%	27.3%	-0.4%	9.0%	-3.9%	-4.3%	-2.9%
CSc1nc2sc3c(c2c(=O)n1C1CCCCC1)CCN(C)C3	-3.7%	-3.8%	-0.5	-1.0%	52.4%	-9.1%	-14.4%	3.5%	-0.3%	0.6%	-5.7%
Cc1cc(C)n(CC(=O)N/N=C/c2c[nH]c3ccccc23)n1	11.8%	-1.8%	5.3	0.4%	-24.8%	-0.1%	-25.1%	-2.7%	u	8.1%	0.1%
Cc1ccc(C(=O)Nc2ccc3c4c(cccc24)CC3)cc1[N+](=O)[O-]	-12.9%	-0.9%	u	-2.1%	-1.1%	2.7%	-22.0%	-29.2%	0.0%	-0.5%	12.7%
Cc1ccc(NC(CC(=O)c2ccccc2)C(=O)O)cc1Cl (configuration not stated)	-5.7%	10.1%	u	u	-38.8%	u	26.8%	u	2.13µM*	-8.3%	u
COc1cc(CC(=O)OCc2cccc([N+](=O)[O-])c2)cc(OC)c1OC	1.9%	3.7%	1.7	3.5%	-25.7%	2.6%	-8.5%	8.8%	0.8%	-0.1%	-5.1%
COC(=O)c1cc(=O)n(Cc2ccc(OC)cc2)c(=NCc2ccc(OC)cc2)s1	-4.8%	-0.2%	2.4	2.7%	-0.8%	-0.5%	-5.7%	9.1%	-5.9%	2.3%	6.1%
Cc1cccc(N2C(=O)C3CCC(c4ccccc4)CC3C2=O)c1 (configuration not stated)	-15.0%	0.4%	u	-3.2%	u	-1.7%	-18.9%	u	2.4%	-2.2%	-9.3%
COc1ccc(NC(=O)Nc2ccc(C(=O)N3CCOCC3)cc2)cc1	x	-0.7%	-1.8	-3.4%	-0.3%[0.365 µM]	-11.9%	0.0%	-11.7%	-4.7%	12.9%	-5.0%
CCOc1ccc(NS(=O)(=O)c2ccc(NC(=S)NC(C)=O)cc2)cc1	-8.6%	1.2%	-9.0	-7.6%	27.1%	-3.9%	-9.0%	0.6%	-1.3%	0.4%	-0.8%
CCOC(=O)c1c(NC(=O)CNCCOC)sc2c1CCCC2	1.58µM*	-3.3%	26.7	-1.1%	1.26µM*	-2.0%	-29.3%	-11.0%	8.5%	-1.5%	-7.4%
CCN(CC)CCCNc1nc(-n2nc(C)cc2C)nc2sc3c(c12)CC(C)(C)OC3	u	-0.1%	-4.2	1.4%	12.6µM*	4.5%	-4.4%	u	u	0.1%	1.9%
CCc1cc2c(SC(C)C(=O)NC3CCCC3)ncnc2s1 (configuration not stated)	x	x	x	x	x	-1.2%	-36.3%	u	x	0.4%	-0.8%
Cc1cc(Cl)ccc1OCc1nc(-c2ccc(O)cc2)n[nH]1	4.47µM*	-3.4%	u	-0.2%	u	-2.5%	2.3%	23.0%	10.7µM*	4.8%	-4.9%

2 compounds drawn at random from the list so far, as already listed:
SMILES	VP16 counter	NPC1 prom act	TRPV1 agonist	Rab9 prom act	RORg inh	ELG1 genotoxic	BRCA1 expr up	ELG1 repair inh	FLuc modulator	Tb PFK block	p53 reactivator
Cc1ccc(C(=O)Nc2ccc3c4c(cccc24)CC3)cc1[N+](=O)[O-]	-12.9%	-0.9%	u	-2.1%	-1.1%	2.7%	-22.0%	-29.2%	0.0%	-0.5%	12.7%
O=C(CN1C(=O)c2ccccc2C1=O)NCc1ccc(C(=O)O)cc1	-0.2%	0.8%	-1.1	8.8%	-11.3%	-1.0%	18.3%	10.0%	-2.5%	-17.0%	-5.1%

New compounds follow.
SMILES	VP16 counter	NPC1 prom act	TRPV1 agonist	Rab9 prom act	RORg inh	ELG1 genotoxic	BRCA1 expr up	ELG1 repair inh	FLuc modulator	Tb PFK block	p53 reactivator
CN(C)C(/C=C/Nc1ccc(F)cc1F)=C(C#N)C#N	9.1%	0.5%	0.8	16.6%	7.6%	0.8%	2.7%	7.7%	-1.3%	1.0%	-11.6%
COc1ccc(NC(=O)Cn2c(=O)n(CC3CCCO3)c(=O)c3cc(OC)c(OC)cc32)cc1OC (configuration not stated)	0.6%	-3.1%	0.8	3.0%	-0.7%	5.9%	-7.8%	u	4.6%	0.4%	x
O=C(NCCCN1CCCCC1)c1ccc2c(c1)NC(=O)c1ccccc1S2	1.1%	2.8%	0.6	-9.2%	2.8%	2.0%	-27.1%	0.4%	-2.0%	3.4%	-8.5%
COC(=O)Cn1c(=NC(=O)CSCC(=O)NC2CCCCC2)sc2cc(OC)ccc21	-8.8%	-0.4%	-1.9	-4.8%	-10.2%	-3.5%	-27.1%	u	0.8%	1.4%	-5.7%
OC(COc1ccc(Br)cc1)CN1CCC(Cc2ccccc2)CC1 (configuration not stated)	-16.8%	-2.5%	-1.2	-12.4%	-24.3%	-2.5%	-17.8%	-9.3%	6.9%	0.4%	-6.9%
O=C(Cc1ccccc1)NCC(=O)OCC(=O)c1ccccc1Cl	u	-1.9%	7.6	-0.4%	-3.4%	3.2%	1.3%	13.4%	5.3%	2.4%	13.5%
CCOc1ccc(/C=N/n2c(SC)nnc2-c2ccccc2)cc1OCC	11.1%	2.5%	13.5	1.8%	-8.5%	3.2%	-20.7%	-11.4%	2.3%	3.5%	3.3%
O=C1C=C(c2ccc(Oc3ccccc3)cc2)C[C@@H](c2ccc(F)cc2)C1	x	-3.6%	27.7	-5.6%	x	-2.9%	-4.4%	-9.6%	-1.1%	1.2%	6.2%
COCCCN(C(=O)CC1OC(=O)c2ccccc21)c1c(N)n(Cc2ccccc2)c(=O)[nH]c1=O (configuration not stated)	-0.6%	-5.3%	-2.7	-1.7%	-41.1%	8.2%	-7.5%	u	-1.8%	0.3%	-7.9%
COc1ccc(/C=C(/NC(=O)c2ccccc2)C(=O)NCC2CCCO2)cc1 (configuration not stated)	-3.9%	3.8%	0.6	-0.7%	-18.2%	-1.6%	14.5%	u	1.0%	-17.6%	0.0%
O=C1CCC([N+](=O)[O-])C(c2ccccc2F)N1 (configuration not stated)	-0.2%	1.4%	2.7	-9.0%	2.4%	0.3%	5.2%	1.2%	0.4%	5.3%	-3.5%
Cc1nn(-c2ccc(F)cc2)c(C)c1NS(=O)(=O)c1ccc(Cl)cc1	-1.4%	-3.6%	21.2	-4.4%	26.2%	-9.9%	-36.4%	-16.8%	0.3%	0.0%	-6.7%

Compound activity as filed in PubChem.
